Assay outcomes from PubChem.
PglD inh = blocks C. jejuni PglD acetyltransferase activity. purified PglD enzyme, DTNB colorimetric CoA detection. inhibition, % at 12.5 µM. 360,000 compounds, 0.098% hits. AID 602405; in the data active = inhibition above about 16%, passing the limit was not always enough; note: strong numbers were not always called active
Cneo AK release = causes C. neoformans cell lysis; lysis activity, % at 15 µM; AID 651654; adenylate kinase release luminescence, 4 h; normalised: neutral wells 0, clomiphene wells 100; 360,000 compounds, 0.2% hits;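 active = mean lysis activity across replicates of at least 80%, whatever share of replicates individually reach that level; inactive = mean lysis activity below 80%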
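Assay system: log-phase C. neoformans yeast / Quantity: yeast cell density of 5 × 10^6 cells/mL / Medium: fresh YPD growth medium / Compound: single dose / Timing: static 4 h at 37 °C with compound, 1 h detection / Measured by: adenylate kinase release luminescence / Read-out: lysis from increased AK signal / Benchmarks: Clomiphene as positive lysis control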
E-sel inducer = E-selectin induction on HUVECs; 260,000 compounds, 0.37% hits; activation, % at 7.58 µM; P16581; HUVEC E-selectin immunofluorescence imaging; normalized: neutral wells 0, TNF-alpha wells 100;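 active = mean E-selectin-positive cell signal at least 10% of the positive control, reached in at least 60% of replicates, without over 20% cell loss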;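 note: in these data hits start at about 27%; measured in HUVEC primary endothelial cells; signal is the percent of cells scored E-selectin positive by PE staining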
Target sequence (P16581 whole entry, looked up): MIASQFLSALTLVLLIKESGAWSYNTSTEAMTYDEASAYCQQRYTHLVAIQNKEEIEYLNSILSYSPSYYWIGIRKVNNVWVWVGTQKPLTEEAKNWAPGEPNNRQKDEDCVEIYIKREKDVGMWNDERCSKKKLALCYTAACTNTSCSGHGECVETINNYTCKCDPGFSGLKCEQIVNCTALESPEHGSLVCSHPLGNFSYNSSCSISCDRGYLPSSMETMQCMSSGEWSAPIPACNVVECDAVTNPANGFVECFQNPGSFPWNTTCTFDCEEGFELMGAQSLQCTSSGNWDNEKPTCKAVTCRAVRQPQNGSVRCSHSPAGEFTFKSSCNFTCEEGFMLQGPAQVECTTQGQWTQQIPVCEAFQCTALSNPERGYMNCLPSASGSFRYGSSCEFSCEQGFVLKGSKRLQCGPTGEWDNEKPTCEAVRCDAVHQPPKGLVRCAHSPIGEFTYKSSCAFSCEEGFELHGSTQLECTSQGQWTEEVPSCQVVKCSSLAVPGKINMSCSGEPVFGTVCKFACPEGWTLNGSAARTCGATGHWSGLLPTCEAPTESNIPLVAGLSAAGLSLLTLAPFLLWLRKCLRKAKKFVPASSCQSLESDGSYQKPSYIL
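Test system: HUVEC | Signal: Immunofluorescence imaging | Read-out: Percent E-selectin-positive cells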
RAD52 anneal inh = RAD52 (human) annealing inhibition; inhibition, % at 18.7 µM; recombinant RAD52 DNA annealing, FRET fluorescence; AID 651710; 360,000 compounds, 0.46% hits; P43351;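 active = every replicate showing at least 50% inhibition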
Target sequence (P43351 whole entry, looked up): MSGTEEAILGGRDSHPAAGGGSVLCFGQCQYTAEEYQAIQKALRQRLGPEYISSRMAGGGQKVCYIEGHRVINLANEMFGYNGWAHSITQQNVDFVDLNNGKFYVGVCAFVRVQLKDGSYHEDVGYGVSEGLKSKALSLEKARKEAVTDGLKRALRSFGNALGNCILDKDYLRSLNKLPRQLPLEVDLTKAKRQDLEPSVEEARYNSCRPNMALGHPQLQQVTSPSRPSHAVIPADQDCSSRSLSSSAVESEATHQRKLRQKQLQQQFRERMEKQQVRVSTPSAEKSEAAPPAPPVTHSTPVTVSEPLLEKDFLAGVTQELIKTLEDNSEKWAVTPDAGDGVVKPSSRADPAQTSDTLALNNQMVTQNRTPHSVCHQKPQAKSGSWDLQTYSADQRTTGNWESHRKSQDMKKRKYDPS
PGC1a acetyl inh = modulators of PGC1a acetylation | U2OS PGC1a acetylation, AlphaScreen anti-acetyl-lysine; with virally co-expressed GCN5 acetyltransferase | inhibition, % at 15.6 µM | 350,000 compounds, 0.17% hits;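 active = every replicate shows inhibition of at least 40%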;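 note: 0% = neutral control wells and 100% = positive control wells; some results beyond the cut were filed as inactive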
miR-122 sensor = miR-122 inhibition in Huh7 cells; Huh7 miR-122 Renilla luciferase sensor, 48 h; neutral wells = 0, positive control = 100; activation (reporter increase), % at 12.5 µM; 340,000 compounds, 0.3% hits;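 active = mean replicate activation score at least 90 and every replicate individually at or above 90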;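 note: higher luciferase means less miR-122 activity so hits act as miR-122 inhibitors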
RAD54 inh = blocks human RAD54 Holliday junction branch migration; Q92698; FAM/BHQ fluorescence; inhibition, % at 10.4 µM; 360,000 compounds, 0.14% hits; AID 602329;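 active = mean normalized replicate activity at least 40 and at least half of replicates scoring 40 or more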;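 note: 0% = median of neutral control wells and 100% = median of positive control wells; inhibitors cause a drop in the FAM fluorescence signal; in these data hits start at about 50%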
ERAP1 HTS inh = inhibitors of human ERAP1 aminopeptidase. recombinant ERAP1, Leu-AMC fluorescence, 60 min. inhibition, % at 10.7 µM. 340,000 compounds, 0.15% hits. AID 652197;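 active = mean replicate inhibition of at least 30%, or all replicates individually reaching that 30% level; inactive = mean below 30% and not every replicate reaching it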;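 note: 0% = neutral control wells and 100% = L-leucinethiol positive control wells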
Starred values were filed as active, the others as inactive; / = not tested or not shown; [ ] = remark or other dose.

Each structure is followed by: PglD inh	Cneo AK release	E-sel inducer	RAD52 anneal inh	PGC1a acetyl inh	miR-122 sensor	RAD54 inh	ERAP1 HTS inh
Cc1ccc(N(CC(=O)N2CCCCCC2)S(C)(=O)=O)c(C)c1
  -2.7	-0.2	0.0	-53.9	1.0	2.5	0.4	-5.6
Cc1cccc(OC(C)C(=O)Nc2cc(S(=O)(=O)N3CCCCC3)ccc2C)c1 (stereo not drawn)
  -2.7	-0.6	0.5	-7.5	-4.8	9.7	11.7	0.5
CC(C)NC(=O)N(C)C[C@H]1Oc2ncc(C3=CCCCC3)cc2C(=O)N([C@H](C)CO)C[C@H]1C
  2.9	2.7	0.0	8.3	-11.2	1.4[16.7 µM]	5.4	6.5
COc1ccc(-n2c(SCC(=O)Nc3nc(C)cs3)nnc2-c2ccoc2C)cc1
  -3.4	0.7	/	/	-12.2	-4.0	0.6	/
C[C@H](CO)N1C[C@H](C)[C@@H](CN(C)S(=O)(=O)CC(F)(F)F)OCc2ccccc2-c2c(n(C)c3ccccc23)C1=O
  6.2	-3.1	-3.5	12.1	-16.1	/	5.0	-0.6
CN1C[C@H]2[C@@H](c3ccccc31)[C@H](CO)N2C(=O)Nc1ccc(F)cc1
  0.4	-12.5	-0.1	-13.7	2.4	-20.5[16.7 µM]	-7.0	-0.3
CC(=O)N(C)C[C@H]1Oc2cc(/C=C/c3ccccc3)ccc2S(=O)(=O)N([C@@H](C)CO)C[C@H]1C
  -10.0	-6.5	0.0	-6.7	-0.6	-34.2[16.7 µM]	4.8	0.0
CCn1c(SC)nnc1C1CCCN(CC(=O)Nc2ccccc2N2CCOCC2)C1 (stereo not drawn)
  2.4	-0.5	0.0	-11.7	4.0	0.9	0.5	3.8
CCOC(=O)c1ccc(NC(=S)NCCCN2CCCCC2)cc1
  -1.9	-7.6	/	/	2.2	0.6	5.6	/
CCOc1ccc(CCNC(=O)CN2CCN(Cc3ccccc3F)C2=O)cc1OCC
  1.5	8.9	/	/	1.6	-13.2	-0.3	/

Later entries
Each structure is followed by: PglD inh	Cneo AK release	E-sel inducer	RAD52 anneal inh	PGC1a acetyl inh	miR-122 sensor	RAD54 inh	ERAP1 HTS inh
CN(C)S(=O)(=O)c1cccc(C(=O)OCC(=O)c2c(N)n(C)c(=O)n(C)c2=O)c1
  /	0.9	1.5	-9.8	17.6	-12.4	8.3	0.8
CC1Cc2ccccc2N1C(=O)/C=C/c1cccc(F)c1 (stereo not drawn)
  -1.6	-15.3	8.3	-2.0	3.6	-0.9	4.1	1.1
CC1CN(C)C(C)CC1NCc1ccc2c(c1)OCO2 (stereo not drawn)
  -0.9	2.8	/	/	-4.2	-2.0	-27.7	/
Cc1ccc(C(=O)ONc2ccc(N=NC(=O)c3ccccc3O)cc2)cc1
  -3.0	-1.1	/	/	-14.1	-0.1	5.3	/
CC(=O)N(c1cccc(Cl)c1)c1nc(C)cc(C)c1C#N
  -4.5	0.0	0.0	-4.0	/	-0.9	0.6	1.7
COc1ccc(C(=O)NCCNc2nc3c(C)cccc3cc2C#N)cc1OC
  0.2	-1.2	-0.3	-19.7	6.4	-3.7	0.5	-6.2
Cc1cc(CN2CCN(CC(=O)Nc3cc(C(F)(F)F)ccc3-n3cncn3)CC2)no1
  -5.2	-0.1	/	-12.9	5.4	-1.3	14.5	4.8
CN1C(=O)c2cc(NC(=O)C3CCOCC3)ccc2OC[C@H]2O[C@H](CC(=O)NCC3CCCCC3)CC[C@H]21
  -0.5	-0.7	-0.2	4.2	/	/	2.1	1.5
O=C(NCc1cccnc1)c1sc2cc(Cl)ccc2c1Cl
  1.3	-0.2	/	/	-0.9	/	-6.4	/
O=C(Nc1cccc2c1CCCC2)c1cc(C2CCCCN2C(=O)c2cccs2)on1 (stereo not drawn)
  -2.1	-8.3	-0.8	-12.8	-8.0	4.9	8.4	-0.1

Next part
Each structure is followed by: PglD inh	Cneo AK release	E-sel inducer	RAD52 anneal inh	PGC1a acetyl inh	miR-122 sensor	RAD54 inh	ERAP1 HTS inh
CCC12CSc3nc(Cl)ccc3N1C(=O)C(=O)N2C (stereo not drawn)
  -0.9	2.0	/	-8.2	-0.3	4.9	-12.6	3.7
COc1ccccc1-c1ccc(=O)n(CC(=O)NC2CCc3ccccc32)n1 (stereo not drawn)
  -4.2	-10.9	9.5	-16.8	-4.1	-3.4	2.3	9.4
CC(=O)OCC(=O)c1ccc2ccn(C(C)=O)c2c1
  2.2	-7.0	/	/	-4.2	2.4	-14.1	/
O=C(C[C@@H]1CC[C@H]2[C@@H](COC[C@@H](O)CN2S(=O)(=O)c2ccc(F)cc2)O1)N[C@H]1CCN(Cc2ccccc2)C1
  -6.3	-5.2	0.0	-4.4	3.5	-1.7[16.7 µM]	3.2	1.8
O=C(Nc1ccc(F)cc1)N1CCCCN2[C@H](CO)[C@@H](c3ccc(C#CC4CC4)cc3)[C@@H]2C1
  -4.8	3.2	-0.3	-18.2	-5.7	-8.5[16.7 µM]	-4.9	-1.7
CN(CCNC(=O)c1cn(C)c2ccc(S(=O)(=O)N3CCCC3)cc2c1=O)CCc1ccccc1
  2.4	4.0	/	-19.4	2.7	2.9	9.7	-0.9
Cc1ccccc1NC(=O)CCNS(=O)(=O)c1cccc2nsnc12
  -4.7	9.4	/	-7.7	/	-0.1	5.8	0.6
CN(C)S(=O)(=O)c1ccc(C(=O)OCc2ccc(C#N)cc2)cc1
  3.7	0.2	/	/	-12.7	-6.9	2.2	/
C[C@H](CO)N1C[C@H](C)[C@@H](CN(C)S(=O)(=O)c2ccccc2F)Oc2ncc(C#Cc3ccncc3)cc2C1=O
  2.5	-1.7	/	-2.6	25.3	-1.3[16.7 µM]	-1.8	-4.2
CCOC(=O)c1[nH]c(C)c(C(=O)OCC(=O)N2CC(=O)Nc3ccccc32)c1C
  3.2	-2.0	-1.3	-0.9	/	0.6	3.5	-1.9

Structures listed so far that contain an aryl thioether with sulfur outside any ring (2):
Each structure is followed by: PglD inh	Cneo AK release	E-sel inducer	RAD52 anneal inh	PGC1a acetyl inh	miR-122 sensor	RAD54 inh	ERAP1 HTS inh
COc1ccc(-n2c(SCC(=O)Nc3nc(C)cs3)nnc2-c2ccoc2C)cc1
  -3.4	0.7	/	/	-12.2	-4.0	0.6	/
CCn1c(SC)nnc1C1CCCN(CC(=O)Nc2ccccc2N2CCOCC2)C1 (stereo not drawn)
  2.4	-0.5	0.0	-11.7	4.0	0.9	0.5	3.8

More entries
Each structure is followed by: PglD inh	Cneo AK release	E-sel inducer	RAD52 anneal inh	PGC1a acetyl inh	miR-122 sensor	RAD54 inh	ERAP1 HTS inh
CO[C@@H]1CN(C)C(=O)c2cc(NC(=O)c3nc4ccccc4s3)ccc2OC[C@H](C)N(Cc2cncnc2)C[C@@H]1C
  -2.4	-2.9	0.1	13.7	-9.0	/	-1.8	/
CCS(=O)(=O)NCC[C@@H]1CC[C@@H](NC(=O)C2CCCC2)[C@H](CO)O1
  2.2	0.4	-0.7	-10.9	8.7	-4.2[16.7 µM]	-18.8	-2.2
CN1CCN(C(=O)C[C@H]2CC[C@H]3[C@@H](COc4ccc(NC(=O)c5cccs5)cc4C(=O)N3C)O2)CC1
  -2.2	3.5	0.0	2.7	6.2	-5.8[16.7 µM]	-20.6	-0.8
O=C(C[C@H]1C=C[C@@H](NC(=O)Nc2ccc(C(F)(F)F)cc2)[C@@H](CO)O1)NCc1ccccn1
  /	/	0.0	12.7	6.4	/	/	-0.9
N#Cc1ccc(CSc2nnc3ccccn23)cc1
  2.4	2.3	1.4	8.9	/	/	-2.0	0.3
COc1ccc(CC(=O)OC(C)C(=O)c2ccc(C)cc2)cc1 (stereo not drawn)
  -1.4	-0.1	-0.1	-7.2	/	/	12.6	-0.1
C[C@@H]1CCCCO[C@@H](CN(C)C(=O)Nc2ccc(F)cc2)[C@@H](C)CN([C@H](C)CO)C(=O)c2cc(NC(=O)Nc3ccc(C(F)(F)F)cc3)ccc2O1
  0.4	0.3	0.0	4.2	3.6	-7.6[16.7 µM]	4.3	-6.0
COCCCN1C(=O)C(=O)/C(=C(/O)c2ccc(S(=O)(=O)N3CCCCC3)cc2)C1c1ccc(O)c(OC)c1 (stereo not drawn)
  0.2	1.1	/	-37.7	-0.3	-3.4	2.4	-0.2
C[C@H](NC(=O)C[C@@H]1C[C@@H]2c3cc(NC(=O)Cc4ccncc4)ccc3O[C@@H]2[C@H](CO)O1)c1ccccc1
  -1.1	-2.5	0.5	-1.6	-5.1	6.9[16.7 µM]	-2.2	4.2
CN(CC(=O)Nc1ccccc1Cl)C(=O)Cn1cc(C(F)(F)F)ccc1=O
  1.9	0.9	/	-4.8	/	/	4.2	-3.3

Other results:
Each structure is followed by: PglD inh	Cneo AK release	E-sel inducer	RAD52 anneal inh	PGC1a acetyl inh	miR-122 sensor	RAD54 inh	ERAP1 HTS inh
CC(C)c1ncc(C(O)c2cccc3ccccc23)n1C (stereo not drawn)
  -1.8	1.6	/	/	1.2	-0.7	-1.7	/
COCc1ccc(O)c2ncccc12
  2.0	0.1	/	/	-6.5	2.5	9.0	/
C1CC1C(=NN=C(C1CC1)C1CC1)C1CC1
  -1.1	-1.5	-0.5	7.9	1.1	/	2.7	3.0
CCCCN(C(=O)c1nn(C)c(=O)c2ccccc12)c1c(N)n(CCC)c(=O)[nH]c1=O
  3.6	0.1	0.6	-7.1	3.8	-3.4	8.7	0.0
CC(C)(C)OC(=O)NCCCCc1cn(CC(=O)N2CCN(C(=O)OC(C)(C)C)CC2)nn1
  -4.6	1.0	0.0	-8.4	/	/	1.8	-3.1
CC(=O)c1ccc(N2C(=NC(=O)COc3ccccc3)SC3CS(=O)(=O)CC32)cc1 (stereo not drawn)
  4.2	0.1	/	-37.2	12.1	5.1	-1.7	4.2
C[C@@H]1CN([C@@H](C)CO)C(=O)c2cc(C#CCc3ccccc3)cnc2O[C@@H]1CN(C)Cc1cccc(F)c1
  0.3	-0.4	0.8	12.5	1.3	-3.6[16.7 µM]	-1.6	1.6
CCC1=C(OC(=O)N(CC)CC)N2C(=O)OC(=NCCc3c[nH]c4ccccc34)[C@]2(Cc2ccccc2)[C@H]2C1=CC[C@H]1C(=O)N(CC)C(=O)[C@H]12
  0.7	3.6	0.2	-17.5	/	-0.1	-3.8	-1.7
Cc1ccc(C(=O)N2CCOCC2)cc1S(=O)(=O)N1CCCCC1
  2.8	-0.7	0.1	-11.0	6.4	-2.3	-5.5	-2.0
COc1ccc(C#Cc2cnc3c(c2)C(=O)N([C@H](C)CO)C[C@H](C)[C@@H](CN(C)C(C)=O)O3)cc1
  -0.3	-6.5	0.9	-7.8	10.3	7.5[16.7 µM]	1.2	2.0
Cc1n[nH]c(C)c1Sc1ccccc1N
  /	/	-0.2	-13.1	5.7	/	/	3.0
Brc1ccc(N=Cc2ccccn2)cc1
  3.4	-1.9	0.1	/	2.5	6.0	6.4	/
COc1cccc(C2=NOC(C(=O)NCc3ccc(F)cc3)C2)c1 (stereo not drawn)
  6.0	-0.9	/	/	-9.6	-3.3	-16.9	/
